GAA glycogen mod = inhibitors or activators of human alpha-glucosidase glycogen cleavage; AID 2100; Potency, µM (titrated, usually from 76.4 µM), without a hit: top-dose activity change, negative = inhibition, hits mostly inhibitors; 0.38% of 300,000 active; P10253; recombinant GAA, glycogen substrate, Amplex Red glucose oxidase fluorescence;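 further: 0% = full enzyme reaction and -100% = no-enzyme basal signal; the screen sought inhibitors and activators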
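qHTS, 1536-well; enzyme 4 nM final; cpd up to 77 uM; substrate bovine liver glycogen 30 ug; 50 mM citrate/phosphate pH 5.0, 0.01% Tween-20; 37 C, 40 min; Amplex Red detection 45 min RT; Hill fit → AC50.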
Epigenetic derep = derepresses silenced GFP reporter in murine cells | murine LDR cells, GFP reporter derepression, 30 h | Potency, µM (highest dose often 53.9 µM), inactives show at the highest dose GFP activation, most hits filed as activators | 0.2% of 280,000 active; further: % of control where 0% means no effect; nearly all actives have a fitted effect of over 60% in size
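Derepression of a silenced CMV-GFP reporter in murine LDR cells is scored by enumerating GFP-positive cells with a laser-scanning microplate cytometer after 30 hours of treatment at 37 C.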
GAA inh = inhibitors of human lysosomal alpha-glucosidase | purified human GAA, 4-MU-alpha-glucoside fluorescence | Potency, µM (titrated, usually from 76.9 µM), without a hit: at the top dose activity change, negative = inhibition, usual class: inhibitors | 0.005% of 200,000 active | AID 1466;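 further: plate controls were uninhibited enzyme wells for no effect and no-enzyme background for full effect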
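Activity normalized between no-enzyme (basal) and enzyme-only wells. Conditions: 4 nM human enzyme, 400 uM fluorogenic substrate, citrate/phosphate pH 5.0 with Tween-20, 20 min room temperature, compounds up to 77 uM.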
NPSR antagonist = blocks cAMP signaling of the human neuropeptide S receptor; Q6W5P4; CHO-NPSR cells, cAMP TR-FRET, antagonist mode; Potency, µM (top dose mostly 38.3 µM), for the others: top-dose activity change, negative = inhibition, usual class: inhibitors; 1% of 220,000 active; AID 1461; further: on the % scale 0 is the no-effect control and ±100 the full control effect; nearly all actives have a fitted effect of over 50% in size; many of its hits are not listed in these tables
GLA spleen mod = alpha-galactosidase A (human) modulation | AID 2107 | 0.008% of 240,000 active | Potency, µM (series often up to 80 µM), for the others: top-dose activity change, negative = inhibition, most hits filed as inhibitors | human spleen homogenate, 4MU-alpha-Gal fluorescence, 40 min;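 further: 0% = enzyme with vehicle and -100% = no enzyme basal signal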
Target sequence (P06280 32-429 limits assumed): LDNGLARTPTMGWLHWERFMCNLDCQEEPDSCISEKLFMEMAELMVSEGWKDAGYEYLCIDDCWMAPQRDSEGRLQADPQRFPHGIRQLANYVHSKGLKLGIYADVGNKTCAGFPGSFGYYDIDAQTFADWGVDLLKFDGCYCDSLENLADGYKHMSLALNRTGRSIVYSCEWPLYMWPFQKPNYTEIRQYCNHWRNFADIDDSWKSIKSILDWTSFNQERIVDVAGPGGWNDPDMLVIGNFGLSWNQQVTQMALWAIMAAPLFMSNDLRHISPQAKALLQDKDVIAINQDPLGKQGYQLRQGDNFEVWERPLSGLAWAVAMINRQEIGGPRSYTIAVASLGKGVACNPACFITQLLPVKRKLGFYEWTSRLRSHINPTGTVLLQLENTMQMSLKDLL
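Spleen homogenate 1 ug + cpd (titration) + 4-MU-alpha-D-galactopyranoside 1 mM; 37C 40 min; 50 mM citrate/phosphate pH 5.0, 0.01% Tween-20; stop pH 10; fluorescence 365/440; AC50 via Hill.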
GAA spleen mod = inhibitors or activators of human alpha-glucosidase in spleen homogenate. AID 2112. P10253. Potency, µM (highest dose often 79.9 µM), for the others: at the highest dose activity change, negative = inhibition, actives largely listed as inhibitors. human spleen homogenate, 4-MU-alpha-glucoside fluorescence. 0.006% of 240,000 active;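 further: 0% = enzyme with vehicle and -100% = no enzyme basal signal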
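Enzyme source: human spleen homogenate, 1 ug/well. Buffer 50 mM citric acid/K phosphate pH 5.0, 0.01% Tween-20. 4-MU-alpha-glucoside 1 mM; 37 C x 40 min; NaOH/glycine stop; fluorescence.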
ALDH1A1 inh = blocks purified human ALDH1A1 activity; Purified ALDH1A1, NADH fluorescence, propionaldehyde substrate; Potency, µM (doses to about 75.3 µM), for inactives: at the top dose activity, negative = inhibition, actives largely listed as inhibitors; 7.3% of 220,000 active; active means well fitted inhibition curve with a large enough effect, not every such curve was filed as active; inconclusive means small, poorly fitted or top-dose-only effect, or another doubt; inactive means no such curve, though single readings can be large or run the other way;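 further: plate controls were no enzyme wells and a reference inhibitor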
Target sequence (P00352 whole entry, looked up): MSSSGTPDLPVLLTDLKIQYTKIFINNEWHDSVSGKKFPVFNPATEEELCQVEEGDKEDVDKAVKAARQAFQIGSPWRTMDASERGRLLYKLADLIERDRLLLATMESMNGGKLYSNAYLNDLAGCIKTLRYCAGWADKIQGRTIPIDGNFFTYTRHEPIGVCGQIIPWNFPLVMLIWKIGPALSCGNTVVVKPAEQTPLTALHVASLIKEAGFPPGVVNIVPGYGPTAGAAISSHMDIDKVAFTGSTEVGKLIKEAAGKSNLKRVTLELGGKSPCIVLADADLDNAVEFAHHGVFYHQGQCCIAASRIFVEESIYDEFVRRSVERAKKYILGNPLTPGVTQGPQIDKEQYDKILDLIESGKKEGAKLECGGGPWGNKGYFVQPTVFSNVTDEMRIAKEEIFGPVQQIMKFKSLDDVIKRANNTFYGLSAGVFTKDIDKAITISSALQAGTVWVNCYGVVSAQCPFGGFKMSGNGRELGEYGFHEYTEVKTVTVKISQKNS
Tau fluor cs = counter-screen for tau fibril formation inhibitors | tau K18 P301L (four-repeat tau fragment) Alexa594 fluorescence, heparin fibrillization | Potency, µM (top dose mostly 57.7 µM), for inactives: at the top dose activity change, negative = decrease | 0.93% of 280,000 active | AID 1463; further: on the % scale 0 is the no-effect control and ±100 the full control effect; nearly all actives have a fitted effect of over 55% in size
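Human K18 P301L tau (15 uM unlabeled plus 0.24 uM Alexa 594-labeled, final) in 100 mM sodium acetate pH 7 was mixed with compound and 20 uM heparin and incubated 6 hr at 37 C.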
Active calls of the source: *; ? = inconclusive; . = no result given; & = joins results of further samples; [ ] = remark or other dose. Unless noted, the call rests on the fitted dose curve; in most records, active means well fitted curve in the direction sought with a large enough effect; inconclusive means small, poorly fitted or top-dose-only effect, or another doubt; inactive means no such curve, though single readings can be large; an effect the other way counts as inactive or inconclusive. Potency means the concentration at half of the fitted maximal effect. The list is partial; the hit share may differ from the screen's.

Compound | GAA glycogen mod | Epigenetic derep | GAA inh | NPSR antagonist | GLA spleen mod | GAA spleen mod | ALDH1A1 inh | Tau fluor cs
O=C(NCCCN1CCCC1=O)C1CCN(S(=O)(=O)N2CCOCC2)CC1 | 12% | -17% | -2% | -5%[46.1 µM] | 1% | 0% | ? | 10%
Cn1c(=O)[nH]c(=O)c2c1nc(SCCN1CCOCC1)n2CCCc1ccccc1 | -10% | 0.2% | 0% | -9%[46.1 µM] | -3% | 8% | -11% | -6%
Cc1ccc(OCCCNC2CCCC2)cc1 | 3% | -3.2% | 1% | 10% | -2% | -2% | 5% | -5%
Cc1ccc(-c2csc(CC(N)=O)n2)cc1 | 4% | 2.2% | 1% | 12% | -2% | 3% | ? | -3%
NC(=O)c1ccccc1Nc1nc2nc3ccccc3c(=O)n2cc1Br | 0% | ? | . | -12% | -5% | -9% | . | -2%
CC(NC(=O)/C=C/c1ccco1)c1nc2ccccc2n1Cc1c(Cl)cccc1Cl (configuration not stated) | -1% | 6.1% | -6% | -26% | 4% | -3% | ? | 11%
CC(C)(C)C(=O)COC(=O)C1CC(=O)N(c2ccccc2)C1 (configuration not stated) | 17% | 1.1% | 4% | -9% | 0% | 4% | 7% | -2%
CC(=O)Nc1ccc(OS(=O)(=O)c2cc(Cl)ccc2C)cc1 | 4% | -1.9% | -10% | -9% | -9% | . | ? | -27%
O=C(Nc1nccs1)C1CCN(S(=O)(=O)c2cnc[nH]2)CC1 | -14% | 1.2% | -11% | -12%[46.1 µM] | 3% | 0% | -3% | -12%
Cn1c(-c2sc3ccccc3c2Cl)n[nH]c1=S | -11% | -1.1% | 3% | -9%[46.1 µM] | 4% | 7% | ? | -7%
Cn1cccc1/C=C1\SC(=S)N(Nc2ccccc2)C1=O | -5% | 13% | ? | 55% | 11% | -1% | 3.5µM* | ?
Cc1cc(C)n(-c2nc(N(C)C)nc(N(C)C)n2)n1 | -6% | 1.2% | -1% | 0%[46.1 µM] | 2% | -2% | 1% | -6%
CCOC(=O)CSc1ccc(-c2nc3ccccc3[nH]2)cn1 | 1% | 0.0% | -7% | -12%[46.1 µM] | 7% | -3% | ? | -21%
O=C(c1ccc(S(=O)(=O)N2CCOCC2)cc1)N1CCN(c2ccccc2)CC1 | -6% | 2.5% | -2% | -16%[46.1 µM] | 1% | -2% | 2% | 2%
N=C1/C(=C/c2cccn2-c2cccc([N+](=O)[O-])c2)C(=O)N=C2SC=CN12 | -3% | 17% | ? | 24% | 2% | -2% | ? | -14%
c1ccc(N=Nc2cn[nH]c2-c2ccco2)cc1 | -5% | -0.3% | 0% | -16% | -3% | -3% | -15% | -13%
COc1cccc(-c2ccc(C#N)c(=O)[nH]2)c1 | -10% | 1.3% | ? | -3% | ? | . | ? | 2%
C=CCN(C(=O)C1=NN(C2CCS(=O)(=O)C2)C(=O)CC1)c1nc(-c2ccc([N+](=O)[O-])cc2)cs1 (configuration not stated) | 20% | -4.9% | 0% | 2% | -5% | -5% | -11% | -21%
O=C(CCc1ccccc1)Nc1cc2c(cc1Cl)OCCO2 | 5% | -0.9% | -6% | 6% | -3% | -4% | 2% | -12%
O=C(Nc1cccc(F)c1)N(Cc1ccc(Cl)cc1)CC(O)C(F)(F)F (configuration not stated) | -13% | 1.3% | ? | ? | -8% | -8% | -5% | ?

One compound at a time (already shown). Order of values: GAA glycogen mod	Epigenetic derep	GAA inh	NPSR antagonist	GLA spleen mod	GAA spleen mod	ALDH1A1 inh	Tau fluor cs
Shown for O=C(Nc1cccc(F)c1)N(Cc1ccc(Cl)cc1)CC(O)C(F)(F)F (configuration not stated) = -13%	1.3%	?	?	-8%	-8%	-5%	?
Shown for c1ccc(N=Nc2cn[nH]c2-c2ccco2)cc1 = -5%	-0.3%	0%	-16%	-3%	-3%	-15%	-13%
Shown for O=C(CCc1ccccc1)Nc1cc2c(cc1Cl)OCCO2 = 5%	-0.9%	-6%	6%	-3%	-4%	2%	-12%
Shown for CC(C)(C)C(=O)COC(=O)C1CC(=O)N(c2ccccc2)C1 (configuration not stated) = 17%	1.1%	4%	-9%	0%	4%	7%	-2%

Additional entries:
Compound | GAA glycogen mod | Epigenetic derep | GAA inh | NPSR antagonist | GLA spleen mod | GAA spleen mod | ALDH1A1 inh | Tau fluor cs
Cc1ccc(-n2c3c(cc(C(=O)O)c2=O)C(=O)CC(C)(C)C3)cc1 | 2% | 0.0% | 2% | -7%[46.1 µM] | 4% | -5% | -3% | 1%
O=c1c2c3c(sc2nc2n1CCCC2)CCC3 | ? | -1.1% | 5% | -6%[46.1 µM] | 9% | -20% | -4% | -5%
Cc1[nH]c2ccc(Br)cc2c(=O)c1CN1CCCCC1 | -6% | -1.1% | -8% | 6%[46.1 µM] | -5% | -6% | 4% | -7%
Nc1nc(NC(=O)/C=C/c2ccc(F)cc2)nn1-c1ccccc1 | 0% | 3.0% | 3%[15.4 µM] | 2% | 3% | -15% | 11% | 2%
O=C(COC(=O)c1cccc(Cl)c1Cl)NCCN1C(=O)CSC1=O | 10% | 0.0% | -4% | 8% | -3% | 4% | 0% | 1%
CCN(C(=O)c1ccc2c(Cl)c3c(nc2c1)CCC3)c1cccc(C)c1 | 1% | 0.0% | 2% | -39% | 4% | 1% | ? | -12%
Cc1ccc(C(=O)N2C(=S)C(c3ccc(F)cc3)=NC23CCN(C)CC3)cc1 | -11% | -0.9% | 5% | ? | -7% | -12% | ? | -7%
CCCC[C@@H]1C[C@H]1C(NC(=O)c1cccnc1)c1ccc(-c2ccccc2)cc1 (some centres not stated) | . | -0.9% | . | . | 6% | 3% | 0% | -6%
O=S(=O)(Nc1ccn(-c2ccccc2)n1)c1ccc(Br)cc1 | -6% | -2.1% | -6% | -15%[46.1 µM] | 2% | -5% | -15% | ?
Cc1nn(-c2ccccc2)c(N)c1-c1ccccc1 | 0% | -0.1% | -2% | 1% | 6% | 7% | 2% | -2%
Cn1nnc(NC(=O)c2ccccc2)n1 | 4% | 2.3% | -23% | 11%[46.1 µM] | 7% | -9% | 8% | -3%
O=C(N/N=C/C=C/c1ccccc1)c1cccc(Br)c1 | 0% | -0.9% | 13% | -14%[46.1 µM] | 8% | -1% | -11% | -21%
CC(=O)N1CCN(C(=S)NC(=O)C23CC4CC(CC(C4)C2)C3)CC1 | -1% | -1.5% | -3% | 10% | 3% | 5% | -14% | -5%
O=C(CCn1c(=O)[nH]c2ccccc2c1=O)N1CCN(c2cccc(C(F)(F)F)c2)CC1 | -24% | 4.5% | -8% | ? | 2% | 3% | 6% | -24%
CCCCOc1ccc(-c2nc(-c3cccnc3)no2)cc1 | -14% | 0.0% | -9% | -9%[46.1 µM] | 2% | -2% | 6% | -16%
N/C(=N\OC(=O)CCCC(=O)O)c1ncc(C(F)(F)F)cc1Cl | -4% | 1.2% | ? | -6% | 7% | 5% | ? | 4%
CC(C)CC(=O)NC1(C(F)(F)F)C(=O)N(CC(C)C)C2=C1C(=O)CC(C)(C)C2 (configuration not stated) | 7% | -1.8% | -6% | 9% | 2% | 3% | 7% | 4%
CCCC(=O)NC(NC1CCS(=O)(=O)C1)C(Cl)(Cl)Cl (configuration not stated) | 21% | -0.1% | 1% | 3% | -3% | -3% | ? | 8%[2.34 µM]
O=C(NCCc1ccccc1)C1CCCN(S(=O)(=O)c2cccc3nsnc23)C1 (configuration not stated) | 11% | 1.1% | -7% | 7% | -6% | -3% | 4% | -4%
O=C(NCCn1cc(SCC(=O)N2CCOCC2)c2ccccc21)c1ccccc1 | -3% | 3.7% | 5% | 4%[46.1 µM] | -7% | -8% | -10% | 7%
Cc1cnc(NC(=O)Cc2cccs2)s1 | 1% | 1.7% | 5% | 11% | -6% | -4% | -3% | -10%
CC(C)C(=O)NNC(=O)CSc1nnnn1C(C)C | 8% | 4.3% | ? | 4% | -7% | 0% | 6% | 0%
COC(=O)COc1nc(C)c(Br)c(OC)n1 | -1% | 6.5% | 0% | -2%[46.1 µM] | 12% | -2% | 9% | 5%
CCC(C)N=C1CC(C)(C)CC(=O)/C1=C(/O)Cc1ccccc1 (configuration not stated) | 6% | 1.3% | 7% | -17% | 1% | 7% | ? | 2%
CC(C)n1c(SCC(=O)N2CCN(C(=O)c3ccco3)CC2)nc2c1c(=O)n(C)c(=O)n2C | -6% | 0.5% | . | -8% | 5% | 1% | . | 8%
CCOC(=O)C1CCCN(C(=O)Cc2c(C(=O)O)[nH]c3ccccc23)C1 (configuration not stated) | -1% | 0.0% | 1% | -2%[46.1 µM] | -4% | -7% | 0% | 5%
O=C(Nc1ccc(N2CCCC2)c(Cl)c1)c1cccnc1 | -4% | 9.3% | 2% | -14%[46.1 µM] | -8% | -1% | 8.9µM* | 11%
O=C(CC1SC(=Nc2ccc(OC(F)F)cc2)N(CCN2CCOCC2)C1=O)Nc1ccc(F)cc1F (configuration not stated) | -5% | 2.7% | -3% | -36% | 7% | 2% | ? | -9%
CCOCN(C(=O)Cn1cnc2ccccc21)c1c(C)cccc1CC | 11% | 0.0% | 4% | 27% | 3% | 4% | ? | -8%
O=C(N/N=C(\c1ccccc1)c1cccnc1)C(O)(c1ccccc1)c1ccccc1 | -20% | -2.1% | ? | ? | 8% | 3% | ? | -16%
O=C(CSc1ccc2ccccc2n1)Nc1nsc(-c2ccc(Cl)cc2)n1 | -1%[76.3 µM] | 1.8%&0.0% | -1% | -14% | -7% | -4% | 12% | -9%&0%
Cc1ccc(C(=O)CSc2cnc3ccccc3n2)cc1C | -2% | 0.0% | 2% | -6% | -14% | -3% | 22µM* | -17%
COc1cc(C(=O)NC(=S)Nc2nccs2)cc(OC)c1OC | -9% | -0.2% | ? | 9% | 2% | -3% | ? | -6%
NC(=O)C1(N2CCCCC2)CCN(C(=O)c2ccccc2)CC1 | -13% | 0.8% | -4% | 2%[46.1 µM] | -2% | -9% | 19% | -6%
COc1ccc(N2CCn3c2nc2c3c(=O)n(CCc3ccccc3)c(=O)n2C)cc1 | 2% | 0.0% | 3% | -30%[46.1 µM] | -5% | -3% | ? | -6%
O=C(c1ccccc1)c1ccccn1 | 7% | -4.7% | -2% | 7% | -3% | -3% | 1% | -4%
CCc1ccc(NSc2ccccc2[N+](=O)[O-])cc1 | ? | 0.9% | -9% | -5%[46.1 µM] | 9% | 5% | ? | 14µM*[quencher]
COc1ccc(CC(=O)NNC2=Nc3cccc4cccc2c34)cc1 | -1% | 0.0% | . | -5% | 7% | -3% | . | ?
CCc1ccc(OC)c(S(=O)(=O)NCCOc2ccccc2)c1 | 1% | -0.9% | -7% | -11%[46.1 µM] | -1% | -9% | 0% | -1%
Nc1ccc(NC(=O)c2ccc(C(=O)Nc3ccc(N)cc3)cc2)cc1 | -4% | 2.1% | -1% | -17% | 5% | 2% | 9% | -19%
